JMJD2C inh: human JMJD2C demethylase inhibition | Q9H3R0 | GST-JMJD2C(1-420) H3K9me3 demethylation, DELFIA europium | inhibition, % at 2.35 µM | 330,000 tested, 0.069% active | AID 2099;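 active means more than half of a compound's replicate wells show inhibition beyond 50%, single wells judged on their own value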;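 further: signal counts dimethyl H3K9 product captured on neutravidin plate; 0% = median of DMSO wells and 100% = 0.3 times that DMSO median; strong numbers were not always called active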
PP5 inh: PP5 (human) phosphatase inhibition | P53041 | purified PP5c, OMFP substrate fluorescence | inhibition, % at 6.7 µM | 320,000 tested, 0.18% active;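 active means inhibition above the campaign's mean inhibition across all tested compounds plus 3 SD, cut at about 9.5% in these data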;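 further: 0% = DMSO only and 100% = 100 µM cantharidin control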
Target sequence (P53041 whole entry, looked up): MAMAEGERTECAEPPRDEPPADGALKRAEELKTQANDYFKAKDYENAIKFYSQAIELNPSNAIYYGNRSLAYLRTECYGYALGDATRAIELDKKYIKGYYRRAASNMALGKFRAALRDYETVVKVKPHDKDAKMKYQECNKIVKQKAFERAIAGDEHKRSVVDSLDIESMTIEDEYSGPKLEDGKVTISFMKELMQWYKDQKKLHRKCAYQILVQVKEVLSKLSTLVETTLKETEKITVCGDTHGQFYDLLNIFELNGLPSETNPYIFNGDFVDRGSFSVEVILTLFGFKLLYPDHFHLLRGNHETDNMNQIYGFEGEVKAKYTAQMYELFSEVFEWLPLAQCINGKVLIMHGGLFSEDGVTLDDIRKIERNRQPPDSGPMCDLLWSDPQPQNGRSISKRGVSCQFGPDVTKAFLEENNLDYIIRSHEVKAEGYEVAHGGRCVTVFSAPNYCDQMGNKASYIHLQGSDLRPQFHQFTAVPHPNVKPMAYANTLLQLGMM
Efflux pump mplx: blocks antifungal efflux pumps in multiplex yeast assay; S. cerevisiae Candida pump triplex, Nile Red efflux; inhibition, % at 10 µM; 330,000 tested, 0.44% active;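 active means plate passing quality check with inhibition over a set limit, or well fluorescence over plate mean plus 4 SD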;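 further: Nile Red retained in pooled yeast measured as flow cytometry median fluorescence; 0% = buffer negative control and 100% = Enniatin B positive control; higher means more Nile Red kept so more efflux inhibition; some compounds called inactive have numbers as strong as hits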
LYPLA2 inh: counter-screen for PME1 inhibitors: inhibitors of human LYPLA2; AID 2177; recombinant LYPLA2, FP-Rh probe fluorescence polarization; 320,000 tested, 0.38% active; inhibition, % at 5.9 µM;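 active means inhibition above the screen-wide mean plus 3 SD, limit set per campaign, cut at about 26% in these data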;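 further: 0% = LYPLA2 with DMSO and 100% = wells lacking LYPLA2 enzyme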
Target sequence (O95372 whole entry, looked up): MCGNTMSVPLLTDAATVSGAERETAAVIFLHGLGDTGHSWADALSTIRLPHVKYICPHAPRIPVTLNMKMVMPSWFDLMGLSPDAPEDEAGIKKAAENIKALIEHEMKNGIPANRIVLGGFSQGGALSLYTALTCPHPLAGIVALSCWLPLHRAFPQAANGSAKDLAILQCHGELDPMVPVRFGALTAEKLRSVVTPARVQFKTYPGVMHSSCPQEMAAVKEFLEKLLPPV
TPT1 inhibitor: C. albicans TPT1 enzyme inhibition; 300,000 tested, 0.81% active; recombinant caTPT1, FP RNA substrate dephosphorylation; AID 1962; inhibition, % at 5 µM;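 active means inhibition above the mean of all tested compounds plus 3 SD, set per screening campaign, cut at about 24% in these data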;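 further: plate controls were DMSO alone for no effect and ferristatin control at 100 nM for full effect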
HCV core dimer: blocks dimerization of HCV core protein; AID 1899; 300,000 tested, 0.33% active; TR-FRET GST/Flag-core106 dimerization, 1536-well; inhibition, % at 5 µM;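 active means inhibition above the mean of all tested compounds plus 3 SD, set per screening campaign, cut at about 45% in these data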
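Assay system: tagged HCV core106 pair (GST and Flag); medium: KF-containing HEPES buffer, pH 7.45, DTT, CHAPS, BSA; also added: Eu donor and XL665 acceptor anti-tag antibodies; dosing: 5 µM single dose; timing: compound-protein-antibody incubation 4 h at 22.5 °C; signal: TR-FRET 671 and 617 nm emission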
Fh CTSL1 inh: cathepsin L1 inhibition, PFM18AAP counter-screen; recombinant F. hepatica cathepsin L1, Z-Leu-Arg-MCA fluorescence; inhibition, % at 5.96 µM; 300,000 tested, 0.49% active;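 active means inhibition above the mean of all tested compounds plus 3 SD, set per screening campaign, cut at about 17% in these data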;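 further: 0% = plate median of test compound wells and 100% = 1 µM Z-Phe-Ala-diazomethylketone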
PP1 counter: counter-screen for PP5 inhibitors: inhibitors of human PP1-alpha | P62136 | purified PP1alpha, OMFP fluorescence | inhibition, % at 6.7 µM | 320,000 tested, 0.9% active;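 active means inhibition above the mean inhibition of all tested compounds plus 3 SD, computed separately for each screening campaign, cut at about 15% in these data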
Target sequence (P62136 whole entry, looked up): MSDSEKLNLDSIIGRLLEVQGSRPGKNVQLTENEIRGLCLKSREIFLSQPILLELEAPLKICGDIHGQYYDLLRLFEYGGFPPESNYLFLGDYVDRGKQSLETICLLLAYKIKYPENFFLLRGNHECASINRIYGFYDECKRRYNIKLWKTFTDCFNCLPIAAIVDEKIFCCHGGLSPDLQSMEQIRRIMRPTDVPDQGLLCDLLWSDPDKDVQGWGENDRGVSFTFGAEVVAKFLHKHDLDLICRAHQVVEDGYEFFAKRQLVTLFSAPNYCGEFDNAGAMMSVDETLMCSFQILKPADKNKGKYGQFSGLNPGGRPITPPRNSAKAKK
PREPL inhibitor: inhibits the human prolyl oligopeptidase-like enzyme; Q4J6C6; recombinant PREPL, fluorescence polarization activity-based probe; inhibition, % at 5.96 µM; 320,000 tested, 0.68% active; in the data active means inhibition above about 43%;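 further: 0% = enzyme with DMSO and 100% = wells lacking enzyme; many of its hits are not listed in these tables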
Active calls of the source: *; / = no result given; & = joins results of further samples. This is a subset; count on the stated rates, not on these rows.

SMILES	JMJD2C inh	PP5 inh	Efflux pump mplx	LYPLA2 inh	TPT1 inhibitor	HCV core dimer	Fh CTSL1 inh	PP1 counter	PREPL inhibitor
Cc1ccc(C(=O)N(Cc2cccs2)C2CCS(=O)(=O)C2)cc1 (stereo not given)	-7.6	-1.9	0.1	4.8	-2.1	4.7	1.2	-4.5	0.0
O=C(CSc1nnc2c(n1)[nH]c1ccccc12)Nc1cccc(S(=O)(=O)N2CCOCC2)c1	7.6	5.8	0.6	-18.6	5.0	9.9	3.6	-0.8	-1.4
Cc1nnc(SCC(=O)Nc2sc3c(c2C(=O)c2ccccc2)CCCC3)s1	-1.3	5.2	1.0	2.4	-2.8	19.7	2.1	3.4	7.2
O=C(COC(=O)c1ccc(N2CCCC2=O)cc1)Nc1ccccc1	5.4	2.0	-0.2	3.1	/	/	/	-4.2	1.7
COCCSc1nc2sc3c(c2c(=O)n1-c1ccccc1)CCN(C)C3	-1.9	0.3	0.1	6.0	12.2	26.7	5.3	3.9	6.7
Cc1cc(C)nc(NC2=NCC(=O)N2c2ccc(Cl)cc2)n1	2.6	1.1	0.2	-4.2	-2.2	-6.3	-0.6	-0.3	4.3
CCN(CC)c1ccc(NC(=O)CSc2nc(C)cc(=O)[nH]2)cc1	-0.5	2.3	0.8	10.7	1.7	-8.9	-3.6	1.0	13.2
COC(=O)c1ccccc1NC(=O)CN1C(=O)CSC1=O	2.5	1.4	-0.1	2.0	-1.0	-1.5	-1.5	-1.8	1.1
Cc1cc(SCC(=O)N/N=C/c2ccc(O)c(O)c2)nc2ccccc12	-11.7	-1.8	0.5	-18.0	0.1	-11.1	-2.5	1.4	31.2
CCOC(=O)Cn1c(=O)oc2cc(S(=O)(=O)NCCc3ccc(C)cc3)ccc21	-14.6	2.3	0.1	0.7	-2.0	0.1	-1.2	-0.1	27.6
C[C@H](NC(=O)c1nc[nH]c1C(=O)NCC(=O)OC(C)(C)C)C(=O)OC(C)(C)C	-2.8&-0.5	3.0	0.2	-9.3	-0.2	-5.9	-7.3	9.5	1.4
CCOC(=O)c1c(C)[nH]c(C(=O)/C(C#N)=C/c2ccc(OCC)cc2)c1C	-1.4	-0.2	0.8	-0.9	5.5	4.7	-1.0	0.5	7.0
CC(C)c1ccc(NNC(=O)C2CCC2)cc1	4.2	-3.0	-0.1	0.0	-3.8	-3.9	3.0	-1.6	16.0
Cc1ccc(C2=NN(C(=O)C3CCCO3)C(c3ccco3)C2)cc1 (stereo not given)	-8.0	2.2	0.0	-7.6	3.0	0.4	-4.0	2.9	-3.6
O=C(Nc1ccc2oc(-c3ccccc3F)nc2c1)c1cncc(Br)c1	-4.8	2.8	0.3	-8.0	6.8	2.9	-3.0	6.4	12.4
C/C(=N\NC(=O)c1nnn(-c2nonc2N)c1CN1CCCCC1)c1ccccc1O	-8.2	1.0	-0.3	-6.9	0.2	-10.8	-5.5	8.8	3.4
COc1cc(S(=O)(=O)NC2CCCCC2)ccc1F	-5.7	-2.1	0.0	2.9	-1.9	-4.7	2.1	-1.7	4.1
CCN(CC)S(=O)(=O)c1ccc(N2CCOCC2)c(NC(=O)c2ccccc2)c1	-0.7	-0.5	-0.8	-6.1	0.8	5.2	-1.0	-3.0	3.6
O=C(CN1CCN(c2ccc(C(F)(F)F)cn2)CC1)NCc1ccc2c(c1)OCO2	4.1	0.2	0.1	-2.2	-1.5	4.0	1.6	-2.6	-13.5
CCNC(=O)CC1C(=O)N(c2ccc(C)cc2)C(=O)N1CCc1sccc1C (stereo not given)	-10.0	2.0	0.0	-0.2	-1.4	-0.9	-4.0	-2.9	15.3
CCCOc1ccc(NC(=O)CC2C(=O)OCC3CCCCN32)cc1 (stereo not given)	3.8	0.5	0.0	3.4	/	/	/	-7.3	2.4
COc1ccc2cc3cc(C(=O)N4CCN(C5CCCCC5)CC4)oc3nc2c1	41.9	0.7	0.0	4.8	-1.9	1.9	10.7	3.6	15.7
Nc1cccc(NP(=O)(c2ccccc2)c2ccccc2)c1	-3.2	0.2	0.0	2.7	-1.6	-1.9	-5.8	-0.3	9.6
Cc1nc(Oc2cccc(Cl)c2)c2oc3ccccc3c2n1	-24.5	1.5	0.0	6.4	-3.2	-1.0	1.3	-0.7	-1.3
CCCCN(C(=O)CSCc1c(C)noc1C)c1c(N)n(CCC)c(=O)[nH]c1=O	31.1	1.2	-0.1	-0.8	4.7	-2.6	-1.7	-2.3	6.0
O=C(/C=C/c1cccc([N+](=O)[O-])c1)NCCSCc1c(Cl)cccc1Cl	2.9	2.3	0.2	-7.3	1.3	4.2	-0.5	3.7	4.6
CCc1nnc(NS(=O)(=O)c2ccc(N/C=C\C(=O)c3cccc(OC)c3)cc2)s1	7.2	3.4	0.5	7.4	1.6	21.8	1.1	4.4	-22.9
COc1ccc(C(=O)Nc2cccnc2)cc1C(=O)Nc1cccnc1	-18.0	-0.6	-0.1	0.5	-0.7	5.5	0.5	-4.3	-3.0
CNC(=O)c1sc(SC)cc1-c1ccc(Cl)cc1	7.3	2.3	-0.2	3.9	-2.3	-10.6	-3.3	1.8	-5.3
CCOC(=O)c1cc(-c2ccc(N)cc2)sc1N	6.7	0.7	-0.1	5.4	2.6	-37.8	3.0	1.7	22.5
Cc1ccc(NC(=O)Nc2ccno2)cc1	/	-0.7	0.3	-5.2	1.0	2.8	-2.5	-7.6	23.4
COC(C[C@H]1O[C@H]1C(=O)[C@H](C)OCc1ccccc1)OC	-2.2	1.6	/	-5.2	-3.4	-8.7	75.9*	-4.0	3.5
COc1ccc(Nc2cc(C)c3c(O)cccc3n2)cc1	-0.3	-0.4	0.1	4.2	1.0	0.8	-3.8	1.6	15.3
Cc1cc(NC(=O)COC(=O)COc2ccc3c4c(c(=O)oc3c2)CCC4)no1	-0.1	-0.7	0.0	8.0	-6.3	4.8	1.6	-6.6	7.2
Cc1cc(C)n2c(SCCN3C(=O)c4ccccc4C3=O)nnc2n1	2.3	-2.8	0.1	-8.2	-3.7	2.5	1.5	1.5	7.2
Cc1ncoc1C(=O)Nc1ccccc1-c1ccccc1	1.8	-0.9	0.0	9.4	-1.2	1.3	0.4	-0.7	6.9
CCOc1ccccc1N1CN(CC)CNC1=S	-13.1	1.6	0.1	-1.6	2.6	-4.3	-8.7	-4.8	13.2
COc1cc(NC(=O)CSc2nc3[nH]ncc3c(=O)n2-c2ccc(Cl)cc2)cc(OC)c1	1.9	1.1	0.0	-11.9	-1.4	12.3	-5.6	-1.1	0.3
O=C(Nc1ccc2c(c1)OCO2)OCc1ccccc1	6.1	3.2	0.0	5.2	-2.0	1.2	3.9	5.9	19.4
COc1ccc(C(=O)CCNc2ccc(C)c(Cl)c2)cc1	2.1	-6.0	-0.1	7.8	-2.2	-8.2	-1.2	-4.3	-2.5
C/C(=N\NC(=O)CSCc1ccccc1Cl)c1cccc(NC(=O)c2ccccc2)c1	-5.6	2.2	0.0	-1.9	-2.1	0.5	-1.5	2.5	-39.5
COC(=O)/C=C(\C)NC(=O)c1ccccc1Cl	8.2	-0.5	0.0	-1.3	1.4	-0.8	3.0	-2.0	8.2
Cc1cc(C)c2nc(NCCCNC(=S)NCCCN(C)C)c(C#N)cc2c1	-7.8	1.7	-0.1	-7.3	-3.6	-10.4	-1.2	-1.2	14.4
Cn1cc(CNC(=O)Nc2ccc3c(c2)OCO3)cn1	-0.3	1.3	-0.1	-1.4	-1.0	-5.1	0.7	-1.4	3.5
O=C(COC(=O)C1CCN(c2ccc(C(F)(F)F)cn2)CC1)NCCc1ccccc1	10.3	1.8	0.0	5.2	0.3	1.5	2.7	-4.2	-22.0
O=C(NCCOc1ccccc1)c1cc([N+](=O)[O-])ccc1N1CCOCC1	-4.5	1.7	0.2	3.8	/	/	/	0.8	3.7
O=C(CSc1nnc(CNC(=O)c2ccc(F)cc2)o1)NCc1ccc(F)cc1	-0.5	-0.9	0.1	11.2	-1.3	-1.3	3.7	-0.2	-3.3
COc1ccc2c(=O)c3c(=O)n(Cc4ccco4)c(-c4ccco4)nc3oc2c1	21.1	0.5	0.1	-3.5	0.3	19.9	2.7	6.3	5.1
O=[N+]([O-])/C(C(=C(Cl)Cl)N1CCN(Cc2ccccc2)CC1)=C1\NCCN1Cc1ccc(Cl)nc1	-10.5	0.1	-0.1	0.1	-11.3	3.7	-2.2	-3.3	16.8
CCCCn1c(SCC(N)=O)nnc1-c1ccco1	-4.4	1.0	-0.1	2.3	-2.1	-7.8	1.3	-4.7	9.3

Reprinted at random: 3 entries already listed, in no set order.
SMILES	JMJD2C inh	PP5 inh	Efflux pump mplx	LYPLA2 inh	TPT1 inhibitor	HCV core dimer	Fh CTSL1 inh	PP1 counter	PREPL inhibitor
COC(=O)c1ccccc1NC(=O)CN1C(=O)CSC1=O	2.5	1.4	-0.1	2.0	-1.0	-1.5	-1.5	-1.8	1.1
CCOC(=O)c1c(C)[nH]c(C(=O)/C(C#N)=C/c2ccc(OCC)cc2)c1C	-1.4	-0.2	0.8	-0.9	5.5	4.7	-1.0	0.5	7.0
CCOc1ccccc1N1CN(CC)CNC1=S	-13.1	1.6	0.1	-1.6	2.6	-4.3	-8.7	-4.8	13.2

Later entries:
SMILES	JMJD2C inh	PP5 inh	Efflux pump mplx	LYPLA2 inh	TPT1 inhibitor	HCV core dimer	Fh CTSL1 inh	PP1 counter	PREPL inhibitor
COc1cc(C(=O)Nc2ccccc2-c2nnn(CC(N)=O)n2)cc(OC)c1OC	5.6	1.5	-0.1	-2.6	2.7	-5.8	0.6	-1.2	6.1
CC(NC(=O)Nc1ccccc1)c1ccccc1 (stereo not given)	2.9	2.9	0.2	-5.3	2.7	11.5	-1.2	1.4	-0.8
NC(=O)Cn1nc(C(F)(F)F)c2c1CCCC2	-10.6	0.7	-0.3	-1.4	-6.5	1.2	-3.9	1.3	-7.1
CC1CCc2c(sc3c2C2=NS(=O)(=O)CCN2C=N3)C1 (stereo not given)	8.1	3.5	0.1	8.5	-2.0	-5.7	0.7	-1.4	-6.2
COc1ccc(NC(=S)N2CCN(Cc3ccc(C)cc3)CC2)cc1	7.2	-1.8	0.0	6.3	1.1	-2.1	0.0	-3.6	2.2
CCCc1nc2ccccc2c(=O)n1CCc1ccccc1	8.4	0.6	0.1	2.9	0.3	9.6	3.2	-0.8	0.9
O=C(Nc1nc2ccccc2[nH]1)c1ccc(Cl)cc1	2.1	3.6	0.1	-3.5	-2.6	-9.3	-3.4	3.9	-5.7
COc1ccc(C(=O)Nc2nnc(C)s2)cc1S(=O)(=O)N1CCOCC1	-1.2	3.4	0.0	5.4	/	/	/	-5.3	13.7
CC(=O)OCC(=O)C1CCC2C3CC=C4CC(O)CCC4(C)C3CCC12C (stereo not given)	/	1.0	-0.1	-1.7	-0.4	0.4	-9.5	-1.1	-11.5
CCc1ccc2c(CN3CCc4ccccc43)cc(=O)oc2c1	-82.9	-1.7	-0.1	-2.5	0.2	13.6	-1.1	9.1	36.1
Cn1c(C23CC4CC(CC(C4)C2)C3)n[nH]c1=S	0.1	2.9	0.3	-3.5	1.8	-3.8	-2.0	0.6	-0.7
O=C(c1c(F)cccc1F)N1CCN=C1SCc1ccccc1	-2.1	-0.7	0.3	-3.9	6.0	-2.2	-4.0	-1.0	0.4
CCc1ccc(/C=N/n2c(C3CCCCC3)n[nH]c2=S)cc1	-3.6	5.5	0.1	-1.8	-0.5	8.0	-5.4	2.7	0.0
Cc1ccccc1-n1c(=O)cc(N2CCC3(CC2)OCCO3)[nH]c1=O	-1.0	1.2	-1.3	-4.0	-0.8	2.8	-2.6	0.4	-1.6

Screens: PubChem BioAssay, several laboratories
